S-ASM inh: inhibitors of human secretory acid sphingomyelinase; P17405; placental ASM, HMU-PC fluorogenic substrate, 60 min; Potency, µM (titrated, usually from 57.5 µM), inactives show at the top dose activity change, negative = inhibition, most hits filed as inhibitors; 340,000 compounds, 0.006% hits; note: potency is the fitted concentration of half-maximal effect
Target sequence (P17405 47-631 limits assumed): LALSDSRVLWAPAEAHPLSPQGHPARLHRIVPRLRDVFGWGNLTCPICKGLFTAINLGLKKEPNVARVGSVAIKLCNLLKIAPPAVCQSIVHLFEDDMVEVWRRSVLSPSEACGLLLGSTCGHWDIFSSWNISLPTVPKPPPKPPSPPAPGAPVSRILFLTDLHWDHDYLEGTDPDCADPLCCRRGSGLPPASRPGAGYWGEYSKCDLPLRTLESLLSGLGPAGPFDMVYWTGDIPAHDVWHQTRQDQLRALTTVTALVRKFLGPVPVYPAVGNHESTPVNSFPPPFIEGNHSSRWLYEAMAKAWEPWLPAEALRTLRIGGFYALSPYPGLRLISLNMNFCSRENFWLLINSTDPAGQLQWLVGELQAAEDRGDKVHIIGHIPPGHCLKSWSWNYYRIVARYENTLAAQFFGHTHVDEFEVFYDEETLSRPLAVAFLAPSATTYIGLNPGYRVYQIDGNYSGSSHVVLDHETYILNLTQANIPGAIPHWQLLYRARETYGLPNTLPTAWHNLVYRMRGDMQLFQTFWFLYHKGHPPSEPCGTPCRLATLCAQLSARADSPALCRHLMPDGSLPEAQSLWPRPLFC
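Fluorescence read-out (Ex 386 nm, Em 447 nm) after stopping the reaction at pH 10. Enzyme: ASM from human placenta; substrate HMU-PC0, 9 uM final; 60 min, 37 °C. Compound preincubation 10 min, ambient temperature.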
Coupling enz: inhibits coupling enzyme system, counter-screen for aldolase hits. 290,000 compounds, 0.67% hits. coupling enzyme system counterscreen, AmpLite Red fluorescence. AID 2472. activity change, negative = inhibition, % at 58.2 µM, hits read low; in the data active = activity change below about -30%; note: % is set by controls: 0 for no effect and ±100 for the full control effect
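Coupling enzymes only (glyceraldehyde-3-phosphate) + compound, at 57.5 uM final, 10 min RT; add substrate/coupling/AmpLite Red mix, 20 min RT; fluorescence ex 525/em 598 nm. Actives flag coupling-system interference.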
Chronic BCR inh: chronic active BCR signaling inhibition; Potency, µM (highest dose often 46.1 µM), for inactives: top-dose ratio change, negative = lower green/red ratio, most hits filed as inhibitors; ABC-DLBCL IkBa-CBG/CBR reporter, luminescence ratio, 4 h; 340,000 compounds, 0.05% hits; active = well fitted inhibition curve with a large enough effect in the signal ratio, with a control signal flat, not every such curve was filed as active; inconclusive = small, poorly fitted or top-dose-only effect, or effect the other way, or a change in a side signal; the % refers to the signal ratio;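 note: potency is the fitted concentration of half-maximal effect; plate controls were basal doxycycline-induced cells for no effect and cells given 10 µM MG132 for full effect; MG132 reads +100%, hits lower the ratio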
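Compounds up to 46 uM were incubated four hours with TMD8 cells whose green CBG68 luciferase is fused to IkappaBalpha; red CBR luminescence normalised the signal, and concentration-effect curves were fitted to fusion, red and ratio data.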
Menin MLL FP TR: inhibitors of human menin-MLL interaction, mutant MLL peptide | Menin + Texas Red MLL mutant peptide, fluorescence polarization | Potency, µM (highest dose often 61.6 µM), without a hit: top-dose FP activity change, negative = inhibition, actives largely listed as inhibitors | 270,000 compounds, 0.23% hits; active = well fitted inhibition curve with a large enough effect in the polarisation, with a control signal flat, not every such curve was filed as active; inconclusive = small, poorly fitted or top-dose-only effect, or effect the other way, or a change in a side signal; inactive = no such curve, though single readings can be large or run the other way; the % refers to the polarisation; note: potency is the fitted concentration of half-maximal effect; % of control where 0% means no effect; many of its hits are not listed in these tables
PKM2 act: increases activity of human pyruvate kinase M2. Potency, µM (top dose mostly 57.5 µM), inactives show top-dose activation, actives largely listed as activators. purified PKM2, Kinase-Glo ATP luminescence, activation; response scale: 0% is enzyme alone, no compound. 260,000 compounds, 0.34% hits. P14618; note: potency is the fitted concentration of half-maximal effect; % is set by controls: 0 for no effect and ±100 for the full control effect; nearly all actives have a fitted effect of over 55% in size
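hPK-M2, >95% pure; 0.1 mM ADP / 0.5 mM PEP final; imidazole pH7.2 buffer w/ 7 mM MgCl2, 50 mM KCl; 1 h RT; Kinase-Glo lum. Intermediate enzyme activity for dual inhibitor/activator qHTS.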
GALK inh: inhibitors of human galactokinase; Potency, µM (top dose mostly 57.5 µM), inactives show at the highest dose activity change, negative = inhibition, actives largely listed as inhibitors; Purified GALK, Kinase-Glo residual ATP luminescence; 270,000 compounds, 0.007% hits; P51570; note: potency is the fitted concentration of half-maximal effect; % is set by controls: 0 for no effect and ±100 for the full control effect
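5 nM enzyme, 35 uM ATP, 100 uM galactose, 20 mM HEPES pH8.0, 5 mM MgCl2; 1 h RT; residual ATP by Kinase-Glo Plus luminescence, qHTS format.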
Tb PFK block: inhibitors of T. brucei phosphofructokinase; O15648; T. brucei PFK, ADP-Glo luminescence; Potency, µM (doses to about 57.5 µM), without a hit: at the highest dose activity, negative = inhibition, most hits filed as inhibitors; 330,000 compounds, 0.17% hits; AID 485367;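 note: potency is the fitted concentration of half-maximal effect; 0% = uninhibited 1x PFK enzyme wells and -100% = no-enzyme wells; nearly all actives have a fitted effect of over 60% in size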
Target sequence (O15648 whole entry, looked up): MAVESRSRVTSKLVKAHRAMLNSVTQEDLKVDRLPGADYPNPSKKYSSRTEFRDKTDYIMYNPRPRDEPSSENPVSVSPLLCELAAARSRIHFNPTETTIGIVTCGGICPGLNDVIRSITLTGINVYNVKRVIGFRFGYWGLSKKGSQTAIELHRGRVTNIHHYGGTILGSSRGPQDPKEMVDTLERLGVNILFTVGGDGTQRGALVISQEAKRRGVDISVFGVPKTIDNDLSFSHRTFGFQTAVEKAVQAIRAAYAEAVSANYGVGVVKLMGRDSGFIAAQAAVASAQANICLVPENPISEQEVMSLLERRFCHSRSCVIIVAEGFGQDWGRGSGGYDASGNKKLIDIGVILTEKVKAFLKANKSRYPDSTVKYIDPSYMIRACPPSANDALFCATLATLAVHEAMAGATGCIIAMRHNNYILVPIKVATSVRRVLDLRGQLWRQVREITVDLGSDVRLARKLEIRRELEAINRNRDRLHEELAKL
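Activity is normalized to no-enzyme wells (full inhibition) and 1.25 nM enzyme wells (no inhibition). Reaction: 0.5 mM F6P, 0.1 mM ATP, 45 min RT, ADP-Glo luminescence; concentration-response curves fitted and classed by quality.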
B2AR arrestin: recruits beta-arrestin to the human beta2-adrenergic receptor | beta-arrestin recruitment to beta2AR, cell-based reporter | Potency, µM (highest dose often 46.1 µM), for inactives: at the highest dose activation, usual class: activators | 330,000 compounds, 0.02% hits | AID 492947;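 note: potency is the fitted concentration of half-maximal effect; 0% = DMSO controls and full agonism = EC100 isoproterenol or metaproterenol; nearly all actives have a fitted effect of over 65% in size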
PTAP TSG101 blk: blocks PTAP/TSG101 interaction to inhibit HIV-1 budding | Q99816 | Fluorescence polarization, FITC-PTAP peptide / Tsg101 binding | Potency, µM (titrated, usually from 115 µM), for inactives: at the top dose activity change, negative = inhibition, hits mostly inhibitors | 340,000 tested, under 10 active | AID 493005; active = well fitted inhibition curve with a large enough effect in the main read-out, with a control signal flat, not every such curve was filed as active; inconclusive = small, poorly fitted or top-dose-only effect, or effect the other way, or a change in a side signal; inactive = no such curve, though single readings can be large or run the other way; note: potency is the fitted concentration of half-maximal effect; % of control where 0% means no effect
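Tsg101 binding domain (10 uM final) was mixed with compound and a FITC-labeled PTAP peptide (50 nM final) in HEPES pH 7.5 buffer with NaCl, Tween 20, EDTA and TCEP; fluorescence polarization was read after 20 min at r.t.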
Giardia kill: kills Giardia lamblia. 340,000 compounds, 0.15% hits. Giardia lamblia trophozoite viability. AID 540267. activity change, % at 7.66 µM, hits read low; in the data active = activity change below about -80%; inconclusive = between about -30% and that limit;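 note: parasites exposed to compound for two days anaerobically before the ATP read; % is set by controls: 0 for no effect and ±100 for the full control effect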
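Luminescent ATP signal served as the viability read-out, measured 15-30 min after adding ATP detection reagent to trophozoites that had been incubated with compounds for 48 hrs at 37 deg C anaerobically at 100 cells/well.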
Integrin act MD: activators of alpha7 integrin expression for muscular dystrophy; 350,000 compounds, 0.064% hits; Potency, µM (titrated, usually from 38.3 µM), without a hit: at the highest dose activation, most hits filed as activators; alpha7betagal myoblasts, beta-gal FDG fluorescence, 48 h; AID 624291;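 note: potency is the fitted concentration of half-maximal effect; 100% = response of the positive control SU9516; nearly all actives have a fitted effect of over 60% in size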
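Alpha7betagal+/- myoblasts (passage 13) were plated 16-24 hr, then exposed to compounds (1:260 dilution of DMSO stock) for 48 hours at 37C. After MPER lysis, β-galactosidase reporter activity was read as FDG fluorescence (ex 480/em 540) after 30 minutes.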
Starred values were filed as active, the others as inactive; ? = inconclusive; . = not tested or not shown; & = joins results of further samples; [ ] = remark or other dose. Unless noted, calls come from the whole dose curve; as a rule, active = well fitted curve in the direction sought with a large enough effect; inconclusive = small, poorly fitted or top-dose-only effect, or another doubt; inactive = no such curve, though single readings can be large; an effect the other way counts as inactive or inconclusive.

SMILES	S-ASM inh	Coupling enz	Chronic BCR inh	Menin MLL FP TR	PKM2 act	GALK inh	Tb PFK block	B2AR arrestin	PTAP TSG101 blk	Giardia kill	Integrin act MD
CCC1=C2CC[C@H]3C(=O)N(c4ccccc4)C(=O)[C@H]3[C@H]2[C@@]2(C)C(=NCC3CC3)OC(=O)N2C1=O	0%	2&8	-3%	0%	-5%&-3%	4%	-3%	-0.3%	-1%	6	?
CCOc1ccc(/C=N/NC(=O)CC(=O)Nc2ccc(Cl)c(Cl)c2)cc1	-3%	1	5%	-28%	3%	0%	-1%	-0.6%	1%	-12	14%
CC(=O)Nc1ccc(S(=O)(=O)N(Cc2ccco2)CC2CCCO2)cc1 (centres undefined)	3%	-1	-4%	-11%	19%	0%	-6%	-0.1%	0%	-3	7%
CC(=O)Nc1ccc(S(=O)(=O)Nc2nc3c(s2)CCCC3)cc1	3%	21	?	0%	-7%	2%	0%	-0.4%	-2%	15	4%
CCOC(=O)c1nn(-c2ccc(F)cc2)c(=O)cc1OCC(=O)Nc1ccc(F)c(F)c1	1%	.	0%	.	.	.	3%	-1.4%	-1%	6	0%
COc1cc(/C=N/NC(=O)Cc2csc(C)n2)ccc1OCC(C)C	-2%	2	6%	-2%	0%	0%	-2%	0.3%	2%	15	-16%
CN(CC(=O)NCCc1ccc(S(N)(=O)=O)cc1)CC(=O)Nc1cccc(F)c1	.	.	5%	.	.	.	-4%	-0.4%	-1%	8	8%
COc1ccc(NS(=O)(=O)c2cc(NC(=O)CNC(=O)c3ccc(C)s3)ccc2Cl)cc1	-10%	2	-16%	-4%	1%	0%	3%	11%	0%	7	1%
Cc1ccc(S(=O)(=O)N/N=C/c2cccc(OC3CSC3)c2)cc1	-8%	3	-6%	?	-4%	-1%	2%	-0.1%	1%	14	-2%
OCC1(Cc2ccccc2F)CCCN(CC2CCCCC2)C1 (centres undefined)	-9%	-1	-1%	-27%	-2%	-4%	3%	-0.2%	-5%	-7	-8%
COc1ccccc1C(=O)NC(=O)COC(=O)CCOc1ccc(C)cc1	-3%	.	-1%	.	.	.	6%	-0.3%	-3%	-7	7%
c1csc(-c2ccn[nH]2)c1	-1%	3	3%	-25%	-2%	2%	-7%	-0.2%	-1%	4	-5%
O=C(/C=C/c1ccccc1Cl)N1CCOCC1	-1%	0	0%	1%	-8%	4%	0%	0.3%	-3%	0	16%
CCCCn1c(CCNC(=O)CCC)nc2ccccc21	-2%	1	7%	0%	-2%	0%	-8%	0.0%	0%	?	-4%
O=C(/C=N/NC(=O)c1ccc(Cl)cc1Cl)c1ccccc1	-13%	-1	?	.	-1%	-4%	4%	-0.6%	-5%	-9	?
O=C(COc1ccccc1)Nc1ccc(OC(F)(F)C(F)F)c(NC(=O)COc2ccccc2)c1	-8%	-11	?	14%	2%	1%	1%	-0.6%	-2%	8	20%
FC(F)(F)c1cc(C(F)(F)F)c2ccc(Oc3ccccc3)nc2n1	-3%	3	?	20%	5%	0%	-2%	0.5%	-1%	-16	10%
CCOC(=O)C1=CN(Cc2ccco2)S(=O)(=O)NC1c1cccc(OC)c1 (centres undefined)	2%	.	0%	.	.	.	1%	0.3%	-1%	-5	3%
O=C(NCC(c1ccco1)N1CCc2ccccc2C1)c1ccccc1Br (centres undefined)	-3%	.	-14%	.	.	.	22%	-0.6%	1%	3	0%
O=C(Nc1nnc(SCc2ccccc2)s1)C1=COCCO1	2%	.	6%	.	.	.	3%	-1.2%	2%	-4	-42%
Cc1cc(C)c(/C=N/NC(N)=O)c(C)c1/C=N/NC(N)=O	1%	1	8%	8%	2%	-1%	-2%	-0.1%	-1%	-20	8%
Cc1cc(C)c2[nH]c(=O)c(=O)[nH]c2c1	2%	-3	-12%	-26%	-16%	0%	-2%	-0.8%	-1%	6	-15%
COc1ccc(NC(=O)NNS(=O)(=O)c2ccc(OC)c(OC)c2)c(OC)c1	2%	1	?	3%	-1%	5%	1%	-0.6%	-2%	15	16%
Cn1nc(C(=O)OCC(=O)Nc2ccccc2OC(F)F)c2ccccc2c1=O	3%	.	0%	.	.	.	-3%	0.3%	-1%	-5	-22%
CCOC(=O)C1(Cc2cccc(Cl)c2)CCCN(C(=O)c2cc(C)n(C)n2)C1 (centres undefined)	2%	.	?	.	-5%	-3%	-7%	-0.6%	-6%	-2	?
O=C(c1ccc(S(=O)(=O)Nc2ccccc2)cc1)N1CCOCC1	5%	0	-1%	13%	2%	0%	-1%	0.4%	-7%	-3	1%
NC(=S)N/N=C/c1ccc(-c2ccc(SC(F)F)cc2)o1	63%[activator]	-1	?	.	-16%	1%	-29%	?	-2%	11	-58%[inhibitor]
Cc1cccc2cc(CN(CCCN(C)C)C(=S)NCCc3ccccc3)c(=O)[nH]c12	-5%	3	1%	-6%	0%	1%	6%	0.3%	-1%	0	-14%
O=C1CSC(c2ccccn2)N1c1ccc(C(F)(F)F)cc1 (centres undefined)	4%	0	1%	.	3%	1%	3%	2.2%	-1%	0	16%
Cc1cc(=O)[nH]c(SCC(=O)Nc2nc3ccccc3s2)n1	4%	-2	?	-19%	16%	-2%	-11%	-1.9%	-3%	?	?
Cc1cccc(-n2nc3c(c2NC(=O)CCCl)CSC3)c1	-1%	1	?	15%	.	7%	1%	-0.9%	-4%	-14	-19%
COC(=O)c1sc(NC(=O)c2cc(-c3ccccc3)nc3ccccc23)c(C#N)c1C	-18%	-73*	?	?	-44%	-1%	6.7µM*	0.0%	-2%	-20	-29%
Cc1cc(NS(=O)(=O)c2ccc(NC(=O)CSc3nnc(-c4ccco4)n3N)cc2)nc(C)n1	-1%	-3	-4%	-1%	-6%	3%	-3%	-0.5%	-1%	-11	22%
COc1ccc(C(=O)NCc2ccc(C)cc2)cc1S(=O)(=O)N1CCCC1	-2%	.	2%	.	.	.	-12%	0.4%	1%	-6	14%
CN1CCCC(C#CC(O)(c2ccccc2)c2ccccc2)C1 (centres undefined)	3%	4	?	-1%	-3%	0%	-1%	0.1%	-4%	-6	-4%
CCC[C@@H]1CCCC/C=C\CCCC(=O)OCCN1C(=O)OC(C)(C)C	-17%	.	6%	.	.	.	6%	0.1%	.	-1	-2%
Cn1c(=O)oc2cc(S(=O)(=O)Nc3ccccc3F)ccc21	8%	5	0%	12%	.	3%	0%	0.4%	-1%	-2	8%
CCN(CC)C(=O)CC(c1cc(OC)c(OC)c(OC)c1)c1c(OC)cc(OC)c2ccc(=O)oc12 (centres undefined)	67%[activator]	3&3	?	-14%	0%	-2%	3%	-0.3%	.	-14&-1	36%
CC(C)NS(=O)(=O)c1ccc(OCC(=O)Nc2ccc(F)cc2F)cc1	1%	0	4%	5%	0%	-1%	3%	-0.2%	.	-26	13%
COc1cccc(C(=O)NCCC2=CCCCC2)c1OC	2%	0	?	3%	-8%	0%	14%	0.0%	-4%	-13	11%
CC(=O)C1=C(C)NC(C)=C(C(C)=O)C1c1ccc(-c2ccccc2Cl)o1	42%[activator]	6	-14%	16%	2%	-3%	8%	-0.2%	-4%	24	1%
Cc1ccc(S(=O)(=O)N2CCCCC2)cc1C(=O)NCCCN1CCOCC1	-3%	.	2%	.	-2%	1%	3%	-1.6%	0%	7	-29%
N#Cc1ccc(S(=O)(=O)N2CCC(C(=O)N3CCN(Cc4ccc5c(c4)OCO5)CC3)CC2)cc1	0%	.	-5%	.	.	.	-12%	-0.5%	-5%	?	0%
CCCn1nnnc1NCc1ccccc1OCc1ccc(F)cc1	1%	0	-7%	-13%	-7%	0%	3%	0.2%	-10%	5	3%
CC1=NN2C(=N)/C(=C\c3cc(C)n(Cc4ccccc4)c3C)C(=O)N=C2S1	-15%	13	-3%	.	0%	1%	0%	-0.7%	3%	-1	9%
O=C(O)CCC(=O)N(Cc1ccco1)C1CC(=O)N(c2ccccc2)C1=O (centres undefined)	4%	1	2%	.	-1%	4%	0%	3.8%	2%	-10	-20%
O=C(Nc1ccccc1)C1CCCN1C(=O)Nc1ccccc1[N+](=O)[O-] (centres undefined)	-1%	-2	?	-1%	-11%	-1%	0%	0.1%	-7%	11	-3%
CC1=C(C(=O)Nc2ccccc2)C(c2ccccc2[N+](=O)[O-])NC(=O)N1 (centres undefined)	5%	-4	?	0%	7%	-2%	0%	-0.1%	5%	3	11%
CC1CCC(NC(=O)CN2C(=O)NC3(CCCCCC3)C2=O)CC1 (centres undefined)	4%	.	0%	.	.	.	11%	0.3%	-1%	5	?

Compound activity deposited in PubChem by National Center for Advancing Translational Sciences (NCATS).

Only part of the results is shown; the hit share may differ from the screen's.
